# Bioassay records: PubChem, Sanford-Burnham Center for Chemical Genomics
# 697 NFkB inh: inhibitors of the PMA/ionomycin-induced NF-kB reporter in 697 B cells; inhibition, % at 4 µM; 697 B-cell NF-kB luciferase reporter, 16 h; hit rate 0.33% among 330,000; in the data active means inhibition above about 35%
# TIM10 inh: inhibits growth of TIM10 yeast strain; S. cerevisiae TIM10 strain growth, BacTiter-Glo luminescence, 24 h; inhibition, % at 10 µM; hit rate 1.4% among 330,000;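 active means inhibition of 40% or more at the single tested concentration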;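 further: wild-type TIM10 isogenic control strain grown at permissive 25 °C; 0% = DMSO yeast wells and 100% = minimal medium wells without yeast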
# UPR CHOP act: apoptotic UPR (CHOP) activation | CHO-CHOP luciferase reporter, luminescence; percent of tunicamycin response over DMSO baseline | activation, % at 10 µM | hit rate 0.34% among 330,000;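 active means at 10 µM dose, activation of 40% or more, normalized to positive control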;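 further: 100% = tunicamycin at 10 µg/mL and 0% = DMSO alone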
#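 measured by = luciferase luminescence | assay system = CHO-CHOP cells, stable luciferase reporter of PERK-eIF2a-CHOP signalling | amount = 500 reporter cells seeded per well | timing = 6 h compound exposure at 37 °C after overnight seeding | controls = positive tunicamycin 10 µg/mL, negative DMSO alone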
# tim10-1 inh: tim10-1 yeast growth inhibition. S. cerevisiae tim10-1 ts strain growth, BacTiter-Glo, 24 h. inhibition, % at 20 µM. hit rate 2.2% among 330,000. AID 463190;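 active means inhibition of at least 40%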;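 further: mutant grown at 25 °C; 0% = DMSO wells with yeast and 100% = wells holding no yeast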
# Mdm2 MdmX PPI: disrupts the human Mdm2-MdmX interaction; hit rate 3% among 330,000; inhibition, % at 8 µM; SaOS-2 split-luciferase Mdm2/MdmX complementation, luminescence;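 active means inhibition of at least 50% at 8 µM in the primary screen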
# Target sequence (O15151 whole entry, looked up): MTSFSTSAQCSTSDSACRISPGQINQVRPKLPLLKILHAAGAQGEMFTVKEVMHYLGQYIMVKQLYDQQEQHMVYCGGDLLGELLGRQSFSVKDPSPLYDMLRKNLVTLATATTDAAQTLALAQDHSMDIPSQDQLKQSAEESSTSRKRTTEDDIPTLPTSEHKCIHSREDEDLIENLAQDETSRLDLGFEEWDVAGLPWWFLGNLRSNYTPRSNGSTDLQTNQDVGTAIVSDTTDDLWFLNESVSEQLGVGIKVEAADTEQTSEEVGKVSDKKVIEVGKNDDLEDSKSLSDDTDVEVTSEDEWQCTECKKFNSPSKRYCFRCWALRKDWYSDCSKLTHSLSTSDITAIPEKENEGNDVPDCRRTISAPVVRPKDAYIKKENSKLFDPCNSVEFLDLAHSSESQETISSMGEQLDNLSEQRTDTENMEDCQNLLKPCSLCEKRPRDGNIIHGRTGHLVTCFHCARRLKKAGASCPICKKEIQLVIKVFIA
# Target sequence (Q00987 whole entry, looked up): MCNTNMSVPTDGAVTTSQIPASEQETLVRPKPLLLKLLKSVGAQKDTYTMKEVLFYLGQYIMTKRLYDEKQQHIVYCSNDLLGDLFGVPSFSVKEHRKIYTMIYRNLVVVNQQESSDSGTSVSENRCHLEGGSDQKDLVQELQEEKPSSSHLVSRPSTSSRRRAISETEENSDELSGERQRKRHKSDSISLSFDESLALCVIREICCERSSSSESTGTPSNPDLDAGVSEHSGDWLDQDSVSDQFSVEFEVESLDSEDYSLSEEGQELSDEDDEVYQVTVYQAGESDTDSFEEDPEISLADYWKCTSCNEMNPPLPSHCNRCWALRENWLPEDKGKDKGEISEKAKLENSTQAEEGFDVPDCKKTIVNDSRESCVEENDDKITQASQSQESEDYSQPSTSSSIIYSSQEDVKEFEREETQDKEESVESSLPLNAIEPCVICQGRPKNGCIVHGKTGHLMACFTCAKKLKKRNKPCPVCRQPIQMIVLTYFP
# XBP1 UPR activ: adaptive UPR (XBP1) activation. hit rate 0.33% among 330,000. activation, % at 20 µM. CHO-XBP1 luciferase reporter, IRE1-XBP1 UPR activation, luminescence; percent of tunicamycin response, DMSO as zero. AID 463104;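 active means versus positive control, 20 µM dose yields 30% or more activation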;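 further: 100% = tunicamycin at 10 µg/mL and 0% = DMSO only wells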
#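 Assay system: CHO-XBP1 luciferase reporter cells; Schedule: 6 h treatment, 37 °C; Detection: glow luminescence from Steady-Glo reagent; Benchmarks: high control tunicamycin 10 µg/mL final, low control DMSO vehicle only.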
# tim23-1 inh: tim23-1 yeast growth inhibition; S. cerevisiae tim23-1 growth, BacTiter-Glo luminescence, 24 h; inhibition, % at 20 µM; hit rate 1.3% among 330,000; AID 463212;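 active means growth inhibition of the mutant yeast at or above 50%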;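 further: temperature-sensitive mutant grown at 25 °C; plate controls were DMSO-treated mutant yeast for no effect and medium wells lacking yeast for full effect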
# Jurkat NFkB inh: inhibitors of the PMA/ionomycin-induced NF-kB reporter in Jurkat cells. PMA/ionomycin-induced NF-kB luciferase reporter, luminescence. inhibition, % at 4 µM. hit rate 0.53% among 330,000. AID 435003; in the data active means inhibition above about 50%
# * = called active by the depositor.
SMILES,697 NFkB inh,TIM10 inh,UPR CHOP act,tim10-1 inh,Mdm2 MdmX PPI,XBP1 UPR activ,tim23-1 inh,Jurkat NFkB inh
Cc1ccc(-c2nn(-c3ccccc3)cc2CN(Cc2ccccc2)C(=O)CCC(=O)O)o1,0,11,-2.9,23,-3,-1,10,2
COc1cc(C(=O)OCC(=O)NC(=O)C2CCCCC2)ccc1OC(F)F,-5,-7,0.6,-7,-3,0,2,-7
COc1cccc(CSc2nc3nc(C)cc(C)n3n2)c1,0,0,1.4,6,-10,3,14,-7
Cc1cc(=O)c2n(Cc3ccccc3Cl)nc[n+]2[nH]1,3,10,-1.8,8,-17,1,-9,-7
COc1cc(-c2nnc(COC(=O)c3nn(CC(C)C)c(=O)c4ccccc34)o2)cc(OC)c1OC,11,5,0.8,19,20,-2,11,-23
Cc1ccc(CSc2sc(C(=O)c3ccccc3)c(N)c2C#N)cc1,-4,1,3.1,35,-15,0,29,3
COc1ccc(NC(=O)Cn2nnc(-c3ccccc3F)n2)cc1Cl,23,1,-0.3,12,13,-1,-17,9
Cc1cc(O)ccc1N/C=C(\C#N)c1nc2ccccc2o1,-12,3,3.5,-1,15,13,-10,-24
COc1ccc(Cl)cc1S(=O)(=O)N1CCCC(C(=O)NCCc2ccccc2)C1 (stereo not drawn),18,-15,0.5,3,5,-6,3,0
COc1ccccc1NS(=O)(=O)c1cccc(C(=O)N/N=C(\C)c2cccnc2)c1,0,9,0.5,-3,-8,1,2,-15
CCCCn1c(N)c(N(CCOC)C(=O)c2ccco2)c(=O)[nH]c1=O,3,-1,2.2,4,-2,2,14,5
COc1ccccc1CN1CCNC(=O)C1CC(=O)NCc1c(C)n[nH]c1C (stereo not drawn),18,3,0.8,11,3,1,9,11
CCOC(=O)N1CCN(C(=O)c2cccn3c(=O)c4c5c(sc4nc23)CCCC5)CC1,10,11,0.9,18,24,2,-3,-6
Cn1c(COc2ccc3ccccc3c2)nnc1SCC(=O)OC1CCCCC1,1,-32,-3.8,0,10,-5,18,5
Nc1nc(-c2ccccc2)c(-c2ccc([N+](=O)[O-])cc2)s1,-14,26,4.1,46*,43,0,38,7
Cc1noc(C)c1S(=O)(=O)N(CC(=O)NCc1ccc(Cl)cc1)c1ccc2c(c1)OCO2,12,4,3.9,4,24,0,-3,9
O=C(COc1ccc2ccccc2c1)N1CCN(c2ccccc2O)CC1,6,38,1.3,15,6,-1,29,11
Cc1n[nH]c(=O)n1-c1ccc(OCc2ccccc2)cc1,-4,4,1.7,7,-32,-2,9,-26
CCCCOC(=O)C1CCC[C@@H](C)N1 (stereo partly drawn),-12,7,-0.4,13,-7,2,-6,-6
N#Cc1ccc(/C=C2\CCCCn3c2nc2cc(C(=O)O)ccc2c3=O)cc1,3,6,1.7,0,27,-4,3,-12
O=C1CN(C(=O)c2ccccc2F)C(c2ccccc2)c2cc(Cl)ccc2N1 (stereo not drawn),4,22,-0.8,24,-20,-4,25,1
CCOc1ccc(N2C(=O)/C(=C/c3ccccn3)SC2=S)cc1,10,15,2.0,6,32,-1,7,1
CCC(=O)Nc1nc(C)c(-c2csc(Nc3cccc(O)c3)n2)s1,33,17,2.3,7,73*,-9,23,4
COc1ccc(CCNC(=O)c2ccc3c(c2)NC(=O)CS3)cc1OC,-3,11,1.7,13,0,-3,13,-3
CC(=O)Nc1ccc(S(=O)(=O)N2CCC(C(=O)NCCC(=O)NCc3ccccc3)CC2)cc1,-11,7,-1.5,-9,17,-5,13,1

# Four of these compounds, reformatted.
# Results follow in this order: 697 NFkB inh	TIM10 inh	UPR CHOP act	tim10-1 inh	Mdm2 MdmX PPI	XBP1 UPR activ	tim23-1 inh	Jurkat NFkB inh
- Cc1ccc(-c2nn(-c3ccccc3)cc2CN(Cc2ccccc2)C(=O)CCC(=O)O)o1
→ 0	11	-2.9	23	-3	-1	10	2
- COc1ccc(NC(=O)Cn2nnc(-c3ccccc3F)n2)cc1Cl
→ 23	1	-0.3	12	13	-1	-17	9
- Cc1noc(C)c1S(=O)(=O)N(CC(=O)NCc1ccc(Cl)cc1)c1ccc2c(c1)OCO2
→ 12	4	3.9	4	24	0	-3	9
- CCOC(=O)N1CCN(C(=O)c2cccn3c(=O)c4c5c(sc4nc23)CCCC5)CC1
→ 10	11	0.9	18	24	2	-3	-6

# Reformatted with each value named: entries from further up.
canonical_smiles: COc1ccc(Cl)cc1S(=O)(=O)N1CCCC(C(=O)NCCc2ccccc2)C1 (stereo not drawn)
  697 NFkB inh: 18; TIM10 inh: -15; UPR CHOP act: 0.5; tim10-1 inh: 3; Mdm2 MdmX PPI: 5; XBP1 UPR activ: -6; tim23-1 inh: 3; Jurkat NFkB inh: 0
canonical_smiles: CCCCOC(=O)C1CCC[C@@H](C)N1 (stereo partly drawn)
  697 NFkB inh: -12; TIM10 inh: 7; UPR CHOP act: -0.4; tim10-1 inh: 13; Mdm2 MdmX PPI: -7; XBP1 UPR activ: 2; tim23-1 inh: -6; Jurkat NFkB inh: -6
canonical_smiles: COc1cc(-c2nnc(COC(=O)c3nn(CC(C)C)c(=O)c4ccccc34)o2)cc(OC)c1OC
  697 NFkB inh: 11; TIM10 inh: 5; UPR CHOP act: 0.8; tim10-1 inh: 19; Mdm2 MdmX PPI: 20; XBP1 UPR activ: -2; tim23-1 inh: 11; Jurkat NFkB inh: -23

# (more compounds)
SMILES,697 NFkB inh,TIM10 inh,UPR CHOP act,tim10-1 inh,Mdm2 MdmX PPI,XBP1 UPR activ,tim23-1 inh,Jurkat NFkB inh
CCN(CC)S(=O)(=O)c1ccc2[nH]cc(C(=O)NC3CC3)c(=O)c2c1,20,5,-0.6,10,23,0,5,4
CCn1c(CC(=O)Nc2ccccc2)n[nH]c1=S,-17,-14,0.5,16,5,-5,-1,-6
CCn1c(=O)c2cc(C(=O)Nc3ccc(OC)cc3OC)sc2c2ccccc21,26,-49,-0.7,-14,36,-1,-27,4
COCCNC(=O)Cn1c(=O)n(C)c2ccccc21,16,2,-2.4,1,25,6,3,-7
CC(=O)Nc1ccc(NC(=O)C(C)OC(=O)CC23CC4CC(CC(Br)(C4)C2)C3)cc1 (stereo not drawn),1,-14,-1.0,2,1,-1,-5,-6
COC(=O)c1ccc(NC(=O)c2ccccc2C(=O)Nc2ccc(C(=O)OC)cc2)cc1,11,13,1.0,11,0,0,11,28
Cc1ccccc1C(=O)N1CCC(C(=O)Nc2cccc(F)c2)CC1,10,3,-1.0,0,16,-4,9,13
CCN(CC)c1nc(C)c(C(C)=O)cc1C#N,-23,-7,-4.6,14,26,0,12,12
CC12CN3CC(C)(CN(C1)C3c1ccc(F)cc1)C2 (stereo not drawn),14,-5,0.7,8,0,-2,-4,-7
Cc1ccc(C)c(NC(=O)CNS(=O)(=O)c2ccccc2)c1,-5,6,3.0,2,0,-2,22,0
Cc1ccccc1/C=N\NC(=O)c1ccccc1-n1cccc1,1,18,0.4,11,1,0,32,2
COc1ccc(CNC(=O)CC(NC(N)=O)c2ccccc2Cl)cc1OC (stereo not drawn),2,-17,1.2,23,-10,-2,-8,-22
CCOc1cc(/C=N/Nc2ccc(C(=O)O)cc2)ccc1OC(=O)c1ccccc1C,-56,-1,6.0,6,2,7,-1,-30
COc1cc(C(=O)NC2CCN(CC(=O)NC3CCCCC3C)CC2)cc(OC)c1OC (stereo not drawn),20,-10,-0.9,-5,17,-4,-2,26
O=C(NNc1nc2c(F)cccc2s1)c1ccc(F)cc1,15,29,-1.3,12,27,-2,3,3
CCOC(=O)C1CCCN(CCC(=O)Nc2ccc(F)c(F)c2)C1 (stereo not drawn),17,0,-1.6,-18,-5,-2,-2,13
CCN1CCN(C(=O)CCc2ccc(S(=O)(=O)NCCc3ccccc3)cc2)CC1,2,-8,-0.2,-7,3,3,-2,-14
COc1ccc(OC)c(CNC(=O)C2CCN(C(=O)N(C)C)CC2)c1,5,12,-0.7,9,9,-3,13,20
Cc1c(C(=O)/C=C/N(C)C)nnn1-c1ccc(Cl)c(Cl)c1,-10,16,1.7,-2,19,2,20,-4
Cc1ccc2nc(SCC(=O)NCc3ccco3)nc(=O)n2c1,-7,-10,-0.6,5,12,-3,4,0
O=C(O)c1cccc(Oc2ncnc3sc4c(c23)CCCC4)c1,-14,5,1.8,11,-31,-6,16,-6
Cc1onc(-c2c(F)cccc2Cl)c1C(=O)N1CCc2ccccc21,5,14,1.0,21,-18,-2,27,7
O=C(/C=C/c1c(F)cccc1Cl)Nc1nn[nH]n1,16,0,-0.6,11,-8,-3,9,-10
COc1cccc([C@@H]2CC=C(C(=O)O)CN2S(=O)(=O)c2ccc(C)cc2)c1,19,8,-0.4,7,5,-1,14,4
Cn1c(C(=O)NCCCN2CCCCCC2)cc2c(=O)n(C)c3ccccc3c21,19,-9,-0.9,-19,11,2,-4,-20

# The list continues.
SMILES,697 NFkB inh,TIM10 inh,UPR CHOP act,tim10-1 inh,Mdm2 MdmX PPI,XBP1 UPR activ,tim23-1 inh,Jurkat NFkB inh
CCN1CCN(c2ccc(S(=O)(=O)N3CCCCC3)cc2NC(=O)/C=C/c2ccc(OC(F)F)cc2)CC1,-15,4,2.3,-9,82*,5,2,7
COc1ccc(CNC(=O)N[C@@H](CC(C)C)C(=O)O)cc1OC,-10,8,0.1,11,7,-2,-1,-1
CCC(C)NC(=O)CC(C)C (stereo not drawn),13,-18,-0.3,5,-23,-3,1,2
COc1ccc(NC(=O)COC(=O)c2ccc3ccccc3n2)cc1OC,10,2,1.2,-24,-17,-1,-5,1
Cc1ccc(/C=N/Nc2nc(N3CCOCC3)nc(N3CCOCC3)n2)o1,16,-22,-0.6,-6,19,0,-6,-19
O=C(NCCc1ccccc1)C(=O)Nc1nccs1,-64,4,3.4,-8,4,2,11,-15
Cc1ccc(NC(=O)CCNC(=O)c2ccccc2)cc1F,4,8,-0.9,-14,6,-1,7,-15
CCN(CC)S(=O)(=O)c1ccc(N2CCOCC2)c(NC(=O)COc2ccccc2C#N)c1,-12,-3,0.2,6,23,-5,17,-3
CCOC(=O)c1ccc(NC(=S)NCCc2ccccc2)cc1,-25,36,-0.3,41*,-2,-2,46,-15
NCCN1CCN2C(=O)CN(C(=O)c3ccccc3)CC12 (stereo not drawn),18,-3,-2.3,-14,-4,2,1,-14
NS(=O)(=O)c1ccc(NC=C2C(=O)OC3(CCCCC3)OC2=O)cc1,-3,4,1.7,-11,14,1,14,2
COc1ccc2c(c1)c(=O)oc1cc(OCC(=O)NC3CC3)ccc12,11,-5,2.9,-4,53*,-2,4,-10
COc1ccc(-n2c(SCCC(=O)O)nnc2-c2ccncc2)cc1,23,-1,2.4,-23,15,0,-6,16
N/C(=N\OC(=O)c1ccc(Br)cc1)c1ccccc1,-178,50*,-1.3,55*,-115,-3,40,-163
O=C(NCCN1CCN(c2ccccc2)CC1)c1ccc2c(c1)[nH]c(=S)n1c3ccccc3nc21,32,-31,3.0,4,39,-1,-2,-12
Cc1cc(CNC(=O)COc2ccc(F)cc2)c2ccccc2n1,-26,-7,-2.7,11,-19,-2,1,-11
Cc1ccc(-n2nc(C)c(NS(=O)(=O)c3ccccc3)c2C)cc1C,22,27,0.6,39,1,1,28,7
Cn1c(=O)c2c(nc(CN3CCN(C(c4ccccc4)c4ccccc4)CC3)n2CCCO)n(C)c1=O,-9,15,1.4,13,-21,0,16,-14
CC(=O)N1CC(C)Sc2ccc(S(=O)(=O)NC3CCCCC3)cc21 (stereo not drawn),-32,15,-0.2,1,11,-3,23,13
C=CCC(=O)NC1CC(C)(C)Cc2c1cnn2-c1ccccc1C (stereo not drawn),6,-4,0.8,15,18,-4,17,-3
O=[N+]([O-])c1cc(C(F)(F)F)ccc1NCCCCNS(=O)(=O)c1ccc2ccccc2c1,14,-7,-1.4,11,-8,-3,-10,-20
CCOc1ccc(S(=O)(=O)N2CCC(C(=O)N3CCN(c4ccccc4)CC3)CC2)cc1,-15,8,0.9,20,15,-3,9,-4
Cc1ccc(NC(=O)[C@@H]2CCC(=O)N2C2OC(=O)c3ccccc32)cc1Cl (stereo partly drawn),13,-5,1.0,-9,19,-6,-8,-4
